Compound activity (PubChem BioAssay)
INS promoter inh: TRM-6 insulin promoter activity inhibition; TRM-6 cells (human fetal islet line), insulin promoter-eGFP reporter, imaging; reporter expression induced with tamoxifen; inhibition, % at 2 µM; hit rate 0.9% among 130,000; AID 1273;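 active = inhibition above the mean plus 3 SD, with well images judged a real hit on visual review, cut at about 60% in these data, passing the limit was not always enough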
SDO1 yeast rescue: restores growth of sdo1-depleted yeast; AID 817; hit rate 0.21% among 140,000; S. cerevisiae sdo1-depleted JHY4D growth rescue, OD600 30 h; stronger effect = higher value; pdr5 snq2 efflux-pump mutant strain; z-score at 10 µM;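 active = z-score above 3 at both the 24 hr and the 30 hr optical density reads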;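 also: z-score against mean and SD of all compound wells on the same plate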
SDO1 yeast rescue Rescue 24 h: also measured in SDO1 yeast rescue; calls as there; z-score; S. cerevisiae sdo1-depleted JHY4D growth rescue, OD600; measured here: growth rescue at 24 h;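 0 is the plate mean of compound wells and units are plate SD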
Active calls of the source: *; i = inactive; · = no result given.

The opening 17 compounds, ahead of the listing:
SMILES	INS promoter inh	SDO1 yeast rescue	SDO1 yeast rescue Rescue 24 h
CC1CCN(C(=O)CN(c2ccc(Cl)c(C(F)(F)F)c2)S(C)(=O)=O)CC1	49	0.09	0.37
CCN(CC)c1ccc(NC(=O)c2cc(OC)cc(OC)c2)c(C)c1	-91	1.1	0.28
O=C(NCCCn1ccnc1)C(=O)NCC1OCCCN1S(=O)(=O)c1ccc(F)cc1 (configuration not stated)	-3	·	·
Cc1cc(=O)n2nc(N3CCCC3C(=O)NCCCN3CC(C)CC(C)C3)sc2n1 (configuration not stated)	-29	2.3	2.2
CCCCN(C(=S)NC(=O)c1ccccc1)c1c(N)n(Cc2ccccc2)c(=O)[nH]c1=O	·	0.71	-0.47
COC(=O)c1cc(NC(=O)Cc2cc(OC)c(OC)c(OC)c2)cc(C(=O)OC)c1	-33	·	·
C/C(CC(=O)NC(C)(C)C)=N\NC(=O)c1ccco1	-29	-0.34	-0.11
O=C1CC(c2ccco2)CC(O)=C1C=NCC1CCNCC1 (configuration not stated)	0	-0.1	-0.73
Cn1cccc1Cc1nnc(SCC(=O)NCc2ccco2)n1CCc1ccccc1	-82	-0.1	-0.58
CC1=C(C(=O)OCc2ccccc2)C(c2ccc(C#N)cc2)NC(=O)N1CCCC(=O)O (configuration not stated)	52	0.41	0.06
COc1ccc(NC(=O)CSc2nnc(CCC(=O)Nc3ccc(C)c(Cl)c3)n2C)cc1	-67	-0.31	-0.65
CC(C)c1cccc(C(C)C)c1NC(=O)COC(=O)c1ccc(OCC(=O)Nc2cccc(C(F)(F)F)c2)cc1	-47	0.18	-0.63
CC(=O)c1ccc(NC2c3ncccc3C(=O)N2Cc2ccc(F)cc2)cc1 (configuration not stated)	21	0.55	-0.15
COc1cc(N2CCOCC2)ncn1	15	0.48	-0.72
N#Cc1c(N)nc2c(c1N)CC(CCl)O2 (configuration not stated)	46	0.03	-0.25
CCC(CC)C(=O)N1CC(=O)Nc2ccc(Br)cc2C1c1ccccc1 (configuration not stated)	·	-1.2	-1.2
O=C(Cc1ccc(Cl)cc1)NCCS(=O)c1ccc(Cl)cc1 (configuration not stated)	10	0.2	-0.22

The list itself (from the top)
SMILES	INS promoter inh	SDO1 yeast rescue	SDO1 yeast rescue Rescue 24 h
CC1CCN(C(=O)CN(c2ccc(Cl)c(C(F)(F)F)c2)S(C)(=O)=O)CC1	49	0.09	0.37
CCN(CC)c1ccc(NC(=O)c2cc(OC)cc(OC)c2)c(C)c1	-91	1.1	0.28
O=C(NCCCn1ccnc1)C(=O)NCC1OCCCN1S(=O)(=O)c1ccc(F)cc1 (configuration not stated)	-3	·	·
Cc1cc(=O)n2nc(N3CCCC3C(=O)NCCCN3CC(C)CC(C)C3)sc2n1 (configuration not stated)	-29	2.3	2.2
CCCCN(C(=S)NC(=O)c1ccccc1)c1c(N)n(Cc2ccccc2)c(=O)[nH]c1=O	·	0.71	-0.47
COC(=O)c1cc(NC(=O)Cc2cc(OC)c(OC)c(OC)c2)cc(C(=O)OC)c1	-33	·	·
C/C(CC(=O)NC(C)(C)C)=N\NC(=O)c1ccco1	-29	-0.34	-0.11
O=C1CC(c2ccco2)CC(O)=C1C=NCC1CCNCC1 (configuration not stated)	0	-0.1	-0.73
Cn1cccc1Cc1nnc(SCC(=O)NCc2ccco2)n1CCc1ccccc1	-82	-0.1	-0.58
CC1=C(C(=O)OCc2ccccc2)C(c2ccc(C#N)cc2)NC(=O)N1CCCC(=O)O (configuration not stated)	52	0.41	0.06
COc1ccc(NC(=O)CSc2nnc(CCC(=O)Nc3ccc(C)c(Cl)c3)n2C)cc1	-67	-0.31	-0.65
CC(C)c1cccc(C(C)C)c1NC(=O)COC(=O)c1ccc(OCC(=O)Nc2cccc(C(F)(F)F)c2)cc1	-47	0.18	-0.63
CC(=O)c1ccc(NC2c3ncccc3C(=O)N2Cc2ccc(F)cc2)cc1 (configuration not stated)	21	0.55	-0.15
COc1cc(N2CCOCC2)ncn1	15	0.48	-0.72
N#Cc1c(N)nc2c(c1N)CC(CCl)O2 (configuration not stated)	46	0.03	-0.25
CCC(CC)C(=O)N1CC(=O)Nc2ccc(Br)cc2C1c1ccccc1 (configuration not stated)	·	-1.2	-1.2
O=C(Cc1ccc(Cl)cc1)NCCS(=O)c1ccc(Cl)cc1 (configuration not stated)	10	0.2	-0.22
CCOc1cccc(N(C(=O)Cc2cccs2)C(C(=O)NC2CCCCC2)c2cccn2C)c1 (configuration not stated)	-133	-1.2	-1.1
CCOc1ccc(OCC)c(NC(=O)CN2CCC(NC(=O)c3cccc(F)c3)CC2)c1	-7	-1.3	-1.1
CCOC(=O)c1sc(NS(=O)(=O)c2ccc(C)cc2)nc1C	3	0.61	0.38
NC(=O)c1sc2nc3c(c(-c4cccs4)c2c1N)CCCCC3	34	-1	-0.07
OC(CNCC1CCCO1)COc1ccc(OCC(O)CNCC2CCCO2)cc1 (configuration not stated)	22	1.4	0.56
O=C(Cc1ccc(F)cc1)Nc1nnc(SCC(=O)N2CCCCC2)s1	26	·	·
COc1ccc(S(=O)(=O)NN(C)C)cc1N(C)S(=O)(=O)c1ccc(Cl)cc1	·	1.3	0.89
O=[N+]([O-])c1ccccc1S(=O)(=O)NCc1ccco1	-35	·	·

Other structures.
SMILES	INS promoter inh	SDO1 yeast rescue	SDO1 yeast rescue Rescue 24 h
CN1CCN(C(=O)c2cc3c(C(F)(F)F)nn(C)c3s2)CC1	57	0.28	-0.02
C=CCn1c(N2CCCCCC2)nc2c1c(=O)n(C)c(=O)n2C	14	0.01	-0.73
COc1ccc(OC)c(NC(=O)CSc2nnc3ccc(-c4ccncc4)nn23)c1	-178	·	·
COc1ccc(NC(=S)NN2C(C)CCCC2C)cc1 (configuration not stated)	3	0.24	0.57
O=C(NC1(C(F)(F)F)C(=O)Nc2c1c(=O)[nH]c(=O)n2-c1ccccc1)c1ccncc1 (configuration not stated)	-19	·	·
CC1=CS/C(=C(/C#N)C(=O)N2CCCCC2)N1c1ccccc1	·	-0.49	-1.3
CS(=O)(=O)N1CCc2cc(C(=O)O)ccc21	-44	0.11	-0.09
COc1ccccc1Oc1ccc(S(=O)(=O)N2CCCC2)cc1	38	-0.74	-0.54
C/C(=N\NC(=O)c1ccc(=O)[nH]n1)c1cccnc1	15	0.32	-0.25
COc1ccc(C(C(=O)NC2CCCC2)N2CCc3ccccc32)cc1 (configuration not stated)	57	-0.87	-1.1
O=[N+]([O-])c1ccc(OC/C=C2\Oc3ccc([N+](=O)[O-])cc3C2N2CCOCC2)cc1 (configuration not stated)	13	-0.56	-0.38
O=[N+]([O-])c1cccc(/C=N/n2cnnc2)c1O	13	0.52	0.2
CCc1ccc(CCC(=O)Nc2ccc(C(C)=O)cc2)o1	-200	0.54	-0.3
CC(=O)Nc1ccc(NC(=O)COC(=O)c2ccco2)cc1	-29	·	·
CCOc1ccccc1N(C(=O)CNC(=O)c1ccco1)C(C(=O)NC1CCCC1)c1cccnc1 (configuration not stated)	·	0.54	-0.34
CC1(C)CC(CC(=O)Nc2ccc([N+](=O)[O-])cc2)C(=O)O1 (configuration not stated)	-10	0.09	-0.98
CCOC(=O)c1ccc(N2C(=O)C(O)=C(C(C)=O)C2c2ccc(O)c(OC)c2)cc1 (configuration not stated)	-42	0.55	0.14
O=C(CCCn1c(=O)oc2ccccc21)N1CCc2ccccc2C1	·	-0.38	-0.28
CCCC1(C(=O)O)NC(c2ccccc2O)C2C(=O)N(Cc3ccccc3)C(=O)C21 (configuration not stated)	·	0.41	0.08
CCOC(=O)C1CC(c2ccc(Cl)cc2)=NNC1=O (configuration not stated)	-50	·	·
CC1(C)S[C@@H]2[C@H](NC(=O)[C@H](C(=O)O)c3ccsc3)C(=O)N2[C@H]1C(=O)O	0	1.2	0.96
COc1cccc(C(=O)COc2ccccc2-c2ccccc2)c1	18	-0.74	-0.64
CCC1C(=O)c2ccccc2N(C)C1=O (configuration not stated)	·	-0.36	-0.74
O=C1N/C(=C/c2cccn2-c2ccc(F)cc2)C(=O)N1Cc1ccccc1F	·	-0.8	0.12
COc1cc2c(cc1NC(=O)CCCN1C(=O)CCC1=O)oc1ccccc12	i	0	-0.82

Other structures:
SMILES	INS promoter inh	SDO1 yeast rescue	SDO1 yeast rescue Rescue 24 h
O=C(CSc1nnc(-c2cccnc2)n1Cc1ccccc1)NCc1ccccc1	44	0.31	-0.11
CNC(=O)COC(=O)c1ccccc1Oc1ccccc1	14	0.02	-0.23
O=C(O)CS(=O)CC(=O)NCc1cccc(C(F)(F)F)c1 (configuration not stated)	29	·	·
COc1ccc(C(CC(=O)c2ccccc2)S(=O)(=O)c2ccc(C)cc2)cc1 (configuration not stated)	·	-0.04	-0.14
Cc1ccc(NC(=O)c2cc(Cl)ccc2[N+](=O)[O-])cc1C	-44	-1	-0.63
O=c1c2c(n3cnnc3n1C1CCCCC1)-c1ccccc1CC21CCCCC1	-39	-1.8	-1.6
CCCC1c2ccc(C)n2CCN1C(=O)Nc1ccccc1Cl (configuration not stated)	-42	0.91	1
CCC(=O)Oc1ccc2ccccc2c1CNC(=O)c1ccccc1	12	-1.1	-0.58
CC(=O)OCC(=O)N1CCN(c2ccc([N+](=O)[O-])cc2)CC1	-3	0.52	-0.79
COCCNC(=O)c1cc(-c2ccncc2)nc2ccc(S(=O)(=O)N3CCOCC3)cc12	-36	·	·
O=C(COC(=O)Cc1c(Cl)cccc1Cl)Nc1ccccc1-c1ccccc1	-54	-0.67	-0.45
CCSCc1nnc(SCC(=O)Nc2ccc(OC)cc2)n1C	-82	·	·
Cc1cc(C)cc(OCC(=O)NCCN2CCOCC2)c1	·	-0.4	-1.6
O=C(CCc1ccc(Oc2cc([N+](=O)[O-])cc([N+](=O)[O-])c2)cc1)NC1CCCC1	-3	-0.99	-0.61
Cc1cc(NC(=O)CSc2nc(C3CCCCC3)nc3ccccc23)no1	3	-1.3	-1.4
CC1(C)C(c2ccccc2)=[N+]([O-])C2(CCCCC2=O)N1O (configuration not stated)	19	0.92	0.13
Cc1cccc(-n2c(O)c(C=Nc3c(C)n(C)n(-c4ccccc4)c3=O)c3ccccc3c2=O)n1	21	0.48	0.21
CCCCOC(=O)n1ccc(C(=O)Nc2ccccc2OC)n1	31	-0.99	-1.6
CCOC(=O)C1(CCSC)NC(c2ccco2)C2C(=O)N(C)C(=O)C21 (configuration not stated)	·	0.34	0.01
O=C(COc1ccccc1)NCc1cccs1	9	-0.6	-0.91
Cc1ccccc1C(=O)c1cccn1CC(=O)NCc1ccc2c(c1)OCO2	-47	-1.5	-1.2
COc1ccc(CCN(Cc2ccccn2)C(=S)Nc2ccccc2F)cc1OC	20	·	·
Cc1cccc(N(CC(=O)Nc2c(C)n(C)n(-c3ccccc3)c2=O)S(C)(=O)=O)c1C	13	0.65	0.43
Cc1ccc(CC(=O)N/N=C/c2ccc(OC(=O)c3ccc([N+](=O)[O-])cc3)cc2)cc1	34	-0.3	-1
O=C(NCC(c1cccs1)N1CCOCC1)c1ccc(Cl)s1 (configuration not stated)	0	-0.25	-0.58

The list continues.
SMILES	INS promoter inh	SDO1 yeast rescue	SDO1 yeast rescue Rescue 24 h
CCC(=O)Nc1cccc(-c2csc(-c3ccccc3)n2)c1	0	-1.9	-1.8
Cc1ccsc1/C=C(\C#N)C(=O)NC1CCS(=O)(=O)C1 (configuration not stated)	-75	·	·
COc1ccccc1Nc1nc(N)nc(CSC(=S)N2CCN(c3ccccc3)CC2)n1	8	·	·
O=C(NNC(=O)C1CC1c1ccccc1)c1ccccc1[N+](=O)[O-] (configuration not stated)	-106	-0.24	-0.12
c1ccc(-c2nnc(Cn3c4ccccc4c4nc5ccccc5nc43)o2)cc1	-48	·	·
Cc1cc(NC(=O)CSc2nc3sc4c(c3c(=O)n2C)CCCC4)no1	·	0.62	3.3
O=C(NC1=NCCS1)c1ccccc1OCc1ccc(F)cc1	-30	·	·
O=C(NCCN1C(=O)CSC1=O)c1ccccc1	·	-0.38	-1.2
CC(C)OCCCNC(=O)C(=O)NCCCOC(C)C	29	0.65	0.03
COc1cccc(OCc2nc(-c3ccc(Br)o3)no2)c1	-27	·	·
CCOC(=O)C(NC(=O)c1cccnc1)(Nc1cccc(C)n1)C(F)(F)F (configuration not stated)	37	-0.18	-0.48
Cc1ccc(S(=O)(=O)Oc2ccc(/C=N/NC(=O)c3nn(C)cc3[N+](=O)[O-])cc2)cc1	·	1.2	1.2
CCSc1nnc(NC(=O)CN(C)S(=O)(=O)c2ccc(F)cc2)s1	·	0.44	0.22
O=C(Nc1ccccc1C(=O)NCc1ccco1)NC1CCCCC1	10	0.61	0.49
CC(C)(C)NC(=O)C(=O)NNC(=O)C12CC3CC(CC(C3)C1)C2	·	0.09	-0.32
COc1cc(CNCCO)cc(Br)c1OCc1ccccc1	-50	·	·
CCc1cccc(NC(=O)CCSCCC(=O)Nc2cccc(CC)c2)c1	-90	0.3	0.39
Cc1ccc(C(=O)N2CCN3C(=O)c4ccccc4C23c2ccc(Cl)cc2)cc1 (configuration not stated)	-29	-1.3	-1.1
CC(C)N1CCc2c(sc(NC(=O)c3cc4cc([N+](=O)[O-])ccc4s3)c2C(N)=O)C1	-368	·	·
COc1ccc(NC(=O)C2CCCCN2S(=O)(=O)c2ccc(F)cc2)cc1 (configuration not stated)	·	0.85	3.2
Cc1cc(=O)oc2cc(NC(=O)C3COc4ccccc4O3)ccc12 (configuration not stated)	·	-0.52	-0.37
CC1=NN(C(=O)c2cccnc2)C(O)(C(F)(F)F)C1 (configuration not stated)	12	·	·
CCCc1cc(-c2[nH]ncc2-c2ccc3c(c2)OCCCO3)c(O)cc1O	33	0.02	-0.42
Cc1c(NC(=O)CCCN2C(=O)c3cccc4cccc(c34)C2=O)c(=O)n(-c2ccccc2)n1C	-2	·	·
Cc1cc(C)n(CC(=O)n2c(C)c(C)c3ccccc32)n1	12	-0.47	-0.6
CCN(C(=O)c1coc(=O)c2ccccc12)c1cc(OC)ccc1OC	·	-0.45	-0.47
COc1cc(/C=N/NC(=S)NCc2ccco2)cc(OC)c1OC	-31	-0.82	-1.4
Fc1ccc(CSc2ncnc3scc(-c4ccccc4)c23)cc1	·	-0.05	-0.63
